Source: PubChem
KOR beta-arrestin-1: KOR antagonists, beta-arrestin recruitment, cell-based, luminescence, uHTS (AID 1778) | KOR beta-arrestin recruitment, luminescence, antagonist mode; higher % means a stronger effect | inhibition, % at 10 µM, or IC50 in µM where a hit was titrated | Kappa-type opioid receptor (Homo sapiens) | 290,000 tested, 0.091% active; note: strong numbers were not always called active
ER stress rescue: rescue of cells from ER stress-induced death, primary screen, 384-well, CSM14.1, thapsigargin, ATP luminescence (AID 1222). CSM14.1 thapsigargin-induced death rescue, ATP luminescence; higher % means a stronger effect. cellular ATP content (survival), % at 20 µM; hits with a dose series show EC50 in µM. 190,000 tested, under 10 active;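 active = EC50 below 50 µM in the dose-response confirmation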;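 note: death triggered by thapsigargin at about 15 µM added after 2 h compound pretreatment; cell ATP read after overnight thapsigargin exposure of roughly 18 to 22 hours; normalized against plate controls of thapsigargin alone and 5% DMSO vehicle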
NOD1 NF-kB reporter: NOD1 signaling inhibitors, primary screen, cell-based, luminescence, uHTS (AID 1578) | NOD1-driven NF-kB luciferase reporter cells, luminescence; higher % means a stronger effect | inhibition, % at 4 µM, or EC50 in µM where a hit was titrated | 290,000 tested, 1% active; in the data active = inhibition mostly above about 36%, no sharp cut-off; inactive = mostly below about 34%;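 note: HEK-293T reporter cells stimulated with the NOD1 agonist gamma-tri-DAP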
KOR beta-arrestin-2: KOR agonists, beta-arrestin recruitment, primary screen, cell-based, luminescence, uHTS (AID 1777); KOR beta-arrestin recruitment, luminescence; higher % means a stronger effect; one-dose activation, % at 10 µM; EC50 in µM for titrated hits; 280,000 tested, 0.02% active; in the data active = activation above about 50%, passing the limit was not always enough; note: a part of the inactive calls stands beside numbers as strong as those of hits
Yfh1-depleted yeast: enhancers of respiration in Yfh1-depleted yeast, dose response, Friedreich's ataxia, plus single-dose screen (AID 1465). S. cerevisiae Yfh1-off respiration, WST-1 reduction, 72 h; higher fold induction means a stronger effect. fold induction at 50 µM; hits with a dose series show EC50 in µM. 220,000 tested, 0.074% active;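 active = fold induction of absorbance versus untreated yeast above a set limit, then at least 30% activation at any dose in follow-up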;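 note: activators that raise dye reduction in frataxin-depleted yeast; strong numbers were not always called active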
HEK293 NOD2/NF-kB: NOD2 signaling inhibitors, cell-based, luminescence, uHTS, HEK293 (AID 1566); HEK293 NOD2/NF-kB luciferase reporter, luminescence; higher % means a stronger effect; one-dose inhibition, % at 4 µM; EC50 in µM for titrated hits; 290,000 tested, 0.63% active; note: many of its hits are not listed in these tables
TNAP activation fold: human TNAP enzyme activators, primary screen, biochemical, luminescent, no phosphate acceptor, uHTS (AID 1001); purified TNAP, luminescent activation assay, no phosphate acceptor; higher activation fold means a stronger effect; activation fold at 20 µM; hits with a dose series show EC50 in µM; 200,000 tested, 0.03% active; in the data active = activation fold from about 3, or a potency from the dose series; inactive = the rest, 99 in 100 with activation fold below about 1.6; note: many of its hits are not listed in these tables
GPR55 beta-arrestin: GPR55 agonists via beta-arrestin recruitment, primary screen, imaging, U2OS cells, beta-arrestin-GFP redistribution (AID 1961). G-protein coupled receptor 55 (Homo sapiens). U2OS GPR55 beta-arrestin-GFP redistribution imaging; higher % means a stronger effect. one-dose activation, % at 10 µM; EC50 in µM for titrated hits. 290,000 tested, 0.048% active;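 active = activation above 40% with more than 50 cells counted in the well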;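 note: U2OS osteosarcoma cells stably expressing GPR55 and beta-arrestin-GFP; plate controls were DMSO negative control for no effect and LPI positive control for full effect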
NTR1 agonist: agonists of NTR1, primary screen, imaging, U2OS cells, beta-arrestin-GFP, high content (AID 493036); 330,000 tested, 0.17% active; NTR1-U2OS beta-arrestin-GFP spot imaging, agonist mode; activation, % at 20 µM; Neurotensin receptor type 1 (Homo sapiens), P30989;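 active = activation at or above 40% of the spot to cytoplasm intensity ratio, with at least 20 cells analyzed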;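 note: 0% = DMSO without peptide and 100% = 100 nM NTR1 peptide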
Target sequence (P30989 whole entry, looked up): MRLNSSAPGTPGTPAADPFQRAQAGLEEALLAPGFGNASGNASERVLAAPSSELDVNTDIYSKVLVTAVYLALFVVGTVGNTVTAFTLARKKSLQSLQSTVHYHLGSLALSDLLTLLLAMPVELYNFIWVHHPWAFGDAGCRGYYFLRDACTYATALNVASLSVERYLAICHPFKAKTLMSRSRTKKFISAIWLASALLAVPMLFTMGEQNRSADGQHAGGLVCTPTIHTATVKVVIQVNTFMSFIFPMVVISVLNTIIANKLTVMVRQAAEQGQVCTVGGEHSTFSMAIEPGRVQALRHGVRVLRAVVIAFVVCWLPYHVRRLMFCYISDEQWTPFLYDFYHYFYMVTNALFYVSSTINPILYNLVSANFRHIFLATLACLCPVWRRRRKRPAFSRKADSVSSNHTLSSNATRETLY
NTR1 agonist cell count 20 µM: further read-out of NTR1 agonist, marked with its call; cell count; measured here: cell count, cytotoxicity flag
An asterisk follows results filed as active; [ ] = dose if it differs, or a comment. Cut-off read from the data, not from the text of the source, unless noted: active = inhibition above about 50%; inactive = the rest.

For COc1ccc(OCc2cc(C(=O)N3CCN(CC4CC4)CC3)no2)c(Cl)c1 the results were KOR beta-arrestin-1 -38%, NOD1 NF-kB reporter -52%, KOR beta-arrestin-2 3.6%, HEK293 NOD2/NF-kB -14%, GPR55 beta-arrestin 0.2%, NTR1 agonist 0.1 and NTR1 agonist cell count 20 µM 62.
O=C(Nc1cc(Cl)ccc1Cl)c1cc(-c2ccco2)on1 was read as KOR beta-arrestin-1 -26%, NOD1 NF-kB reporter -52%, KOR beta-arrestin-2 7.3%, HEK293 NOD2/NF-kB -2%, GPR55 beta-arrestin -0.2%, NTR1 agonist -1.1 and NTR1 agonist cell count 20 µM 40.
Screening O=C(NC(=S)Nc1ccc(N2CCOCC2)cc1)c1ccco1 returned KOR beta-arrestin-1 36%, ER stress rescue -2.7%, NOD1 NF-kB reporter -20%, KOR beta-arrestin-2 -1.3%, Yfh1-depleted yeast inactive, HEK293 NOD2/NF-kB -23%, TNAP activation fold 1.2, GPR55 beta-arrestin 0.2%, NTR1 agonist 2.0 and NTR1 agonist cell count 20 µM 69.
`S=C(NCc1ccccn1)Nc1cccc(Cl)c1` gave KOR beta-arrestin-1 -16%, ER stress rescue 0.8%, NOD1 NF-kB reporter -13%, KOR beta-arrestin-2 8.5%, Yfh1-depleted yeast inactive, HEK293 NOD2/NF-kB -21%, TNAP activation fold 1.1, GPR55 beta-arrestin 0.0%, NTR1 agonist 0.7 and NTR1 agonist cell count 20 µM 47.
Screening COc1cc(NS(=O)(=O)c2c(C)oc3c(F)c(F)c(F)c(F)c23)cc(OC)c1OC returned KOR beta-arrestin-1 -3%, NOD1 NF-kB reporter -7%, KOR beta-arrestin-2 2.5%, HEK293 NOD2/NF-kB 14%, GPR55 beta-arrestin 0.3%, NTR1 agonist 1.7 and NTR1 agonist cell count 20 µM 58.
O=C(/C=C/c1ccc(O)cc1)c1c(O)cc(O)cc1O was read as KOR beta-arrestin-1 20%, NOD1 NF-kB reporter 1%, KOR beta-arrestin-2 -5.8%, Yfh1-depleted yeast inactive, HEK293 NOD2/NF-kB 21%, GPR55 beta-arrestin 0.0%, NTR1 agonist 5.6 and NTR1 agonist cell count 20 µM 91.
`Cc1ccc(C)c(S(=O)(=O)N2CCCOC2CNC(=O)C(=O)NCc2ccccc2)c1` (configuration not stated) gave KOR beta-arrestin-1 15%, NOD1 NF-kB reporter -15%, KOR beta-arrestin-2 -3.4%, HEK293 NOD2/NF-kB 4%, GPR55 beta-arrestin 0.3%, NTR1 agonist -1.0 and NTR1 agonist cell count 20 µM 69.
COc1ccc(/C=C(/NC(=O)c2ccco2)C(=O)N2CCc3ccccc32)cc1OC was read as KOR beta-arrestin-1 -2%, NOD1 NF-kB reporter -6%, KOR beta-arrestin-2 -2.1%, Yfh1-depleted yeast inactive, HEK293 NOD2/NF-kB -15%, GPR55 beta-arrestin -0.1%, NTR1 agonist 0.5 and NTR1 agonist cell count 20 µM 52.
N#C/C(=C\c1ccc(F)c(Br)c1)C(=O)NC1CC1 was read as KOR beta-arrestin-1 -1%, NOD1 NF-kB reporter -21%, KOR beta-arrestin-2 1.0%, HEK293 NOD2/NF-kB -1%, GPR55 beta-arrestin 0.7%, NTR1 agonist 1.3 and NTR1 agonist cell count 20 µM 70.
`CCOC(=O)C(CC)(CC)/C(C)=N/NC(=O)CC#N` gave KOR beta-arrestin-1 -14%, ER stress rescue -0.4%, NOD1 NF-kB reporter -8%, KOR beta-arrestin-2 -7.7%, Yfh1-depleted yeast inactive, HEK293 NOD2/NF-kB 1%, TNAP activation fold 1.2, GPR55 beta-arrestin 0.2%, NTR1 agonist -1.7 and NTR1 agonist cell count 20 µM 53.
CC(C)OC(=O)C[N+](C)(C)CCN1C(=O)C2C(c3ccccc3)C=CC(c3ccccc3)C2C1=O (configuration not stated) was read as KOR beta-arrestin-1 -10%, ER stress rescue -0.5%, NOD1 NF-kB reporter -20%, KOR beta-arrestin-2 4.9%, Yfh1-depleted yeast inactive, HEK293 NOD2/NF-kB 6%, TNAP activation fold 1, GPR55 beta-arrestin 0.0%, NTR1 agonist -1.1 and NTR1 agonist cell count 20 µM 43.
COc1ccc(NC(=O)C(CC(C)C)NC(=O)C2CCCCC2)c(OC)c1 (configuration not stated) was read as KOR beta-arrestin-1 -14%, ER stress rescue 5.3%, NOD1 NF-kB reporter -25%, KOR beta-arrestin-2 6.4%, Yfh1-depleted yeast inactive, HEK293 NOD2/NF-kB -5%, TNAP activation fold 1, GPR55 beta-arrestin -0.3%, NTR1 agonist 0.5 and NTR1 agonist cell count 20 µM 67.
`C/C(=N\Nc1nncc2ccccc12)c1ccc(C(C)(C)C)cc1` gave KOR beta-arrestin-1 -1%, NOD1 NF-kB reporter 7%, KOR beta-arrestin-2 -4.0%, HEK293 NOD2/NF-kB -5%, GPR55 beta-arrestin 0.0%, NTR1 agonist 9.4 and NTR1 agonist cell count 20 µM 81.
`CCCCn1nc(NC(=O)CC(C)C)c2cc3cc(OC)ccc3nc21` gave KOR beta-arrestin-1 -18%, NOD1 NF-kB reporter 0%, KOR beta-arrestin-2 3.8%, HEK293 NOD2/NF-kB 11%, GPR55 beta-arrestin 0.0%, NTR1 agonist 0.7 and NTR1 agonist cell count 20 µM 91.
Cc1ccc(O)c(CNc2nc3ccccc3n2C(C)C)c1 was read as KOR beta-arrestin-1 -28%[20 µM], NOD1 NF-kB reporter -12%, KOR beta-arrestin-2 -1.4%, HEK293 NOD2/NF-kB -6%, GPR55 beta-arrestin -0.3%, NTR1 agonist 0.5 and NTR1 agonist cell count 20 µM 60.
`NC(=O)[C@@H]1CCCNc2c(I)cc([N+](=O)[O-])cc2C(=O)N[C@@H](CCCN=C(N)N)C(=O)N[C@@H](CCCN=C(N)N)C(=O)N1` gave KOR beta-arrestin-1 -23%, ER stress rescue -3.2%, NOD1 NF-kB reporter -37%, KOR beta-arrestin-2 3.4%, Yfh1-depleted yeast inactive, HEK293 NOD2/NF-kB -3%, TNAP activation fold 0.9, GPR55 beta-arrestin 0.1%, NTR1 agonist -1.0 and NTR1 agonist cell count 20 µM 72.
O=C(CSc1nnc(-c2ccccn2)n1Cc1ccco1)c1ccc(Cl)cc1 was read as KOR beta-arrestin-1 7%, ER stress rescue 0.0%, NOD1 NF-kB reporter 7%, KOR beta-arrestin-2 82%, Yfh1-depleted yeast inactive, HEK293 NOD2/NF-kB 22%, TNAP activation fold 1, GPR55 beta-arrestin 0.6%, NTR1 agonist 2.6 and NTR1 agonist cell count 20 µM 56.
`Cc1ccc(Nc2nc(N)c3ccccc3n2)cc1C` gave KOR beta-arrestin-1 -56%[20 µM], NOD1 NF-kB reporter 12%, KOR beta-arrestin-2 9.7%, HEK293 NOD2/NF-kB -102%, GPR55 beta-arrestin 0.4%, NTR1 agonist 0.3 and NTR1 agonist cell count 20 µM 60.
Screening O=C1CCCN1CCCN1C(=O)N[C@@H](Cc2ccccc2)C1=O returned KOR beta-arrestin-1 -5%, ER stress rescue 2.0%, NOD1 NF-kB reporter -26%, KOR beta-arrestin-2 -0.8%, Yfh1-depleted yeast inactive, HEK293 NOD2/NF-kB 1%, TNAP activation fold 1.1, GPR55 beta-arrestin -0.1%, NTR1 agonist -1.4 and NTR1 agonist cell count 20 µM 87.
CON/C=C(\C=Nc1ccccc1)c1ncc(C(F)(F)F)cc1Cl was read as KOR beta-arrestin-1 5%, ER stress rescue -1.5%, NOD1 NF-kB reporter 23%, KOR beta-arrestin-2 0.8%, Yfh1-depleted yeast inactive, HEK293 NOD2/NF-kB 21%, TNAP activation fold 1, GPR55 beta-arrestin -0.1%, NTR1 agonist 2.7 and NTR1 agonist cell count 20 µM 69.
O=C1CCc2cc(S(=O)(=O)N3CCCC3C(=O)NC3CCCCCCC3)ccc2N1 (configuration not stated) was read as KOR beta-arrestin-1 -15%, ER stress rescue 0.3%, NOD1 NF-kB reporter -2%, KOR beta-arrestin-2 -1.8%, Yfh1-depleted yeast inactive, HEK293 NOD2/NF-kB 8%, TNAP activation fold 1.1, GPR55 beta-arrestin -0.1%, NTR1 agonist -0.9 and NTR1 agonist cell count 20 µM 101.
Screening CC1CCCCN1C(=O)c1ccc(COc2ccc([N+](=O)[O-])cc2)o1 (configuration not stated) returned KOR beta-arrestin-1 -47%, ER stress rescue -0.6%, NOD1 NF-kB reporter 20%, KOR beta-arrestin-2 0.5%, Yfh1-depleted yeast inactive, HEK293 NOD2/NF-kB -12%, TNAP activation fold 1, GPR55 beta-arrestin -0.1%, NTR1 agonist 0.2 and NTR1 agonist cell count 20 µM 62.
`COc1ccc(CCN2CC(C(=O)N3CCSCC3)CCC2=O)cc1` (configuration not stated) gave KOR beta-arrestin-1 -18%, NOD1 NF-kB reporter -18%, KOR beta-arrestin-2 1.9%, HEK293 NOD2/NF-kB -11%, GPR55 beta-arrestin -0.1%, NTR1 agonist 2.2 and NTR1 agonist cell count 20 µM 52.
`COc1cccc(OC)c1NC(=O)Cc1nn(C)c(=O)c2ccccc12` gave KOR beta-arrestin-1 4%, ER stress rescue -0.2%, NOD1 NF-kB reporter -3%, KOR beta-arrestin-2 -1.6%, Yfh1-depleted yeast inactive, HEK293 NOD2/NF-kB 12%, TNAP activation fold 1, GPR55 beta-arrestin 0.2%, NTR1 agonist -1.0 and NTR1 agonist cell count 20 µM 85.
Cc1nc2nc[nH]c2cc1Br was read as KOR beta-arrestin-1 47%, ER stress rescue -1.7%, NOD1 NF-kB reporter 22%, KOR beta-arrestin-2 -0.1%, Yfh1-depleted yeast inactive, HEK293 NOD2/NF-kB 6%, TNAP activation fold 1.3, GPR55 beta-arrestin -0.2%, NTR1 agonist -2.0 and NTR1 agonist cell count 20 µM 33.
For COc1ccc(N(C(=O)c2cccnc2)S(=O)(=O)c2cccc([N+](=O)[O-])c2)cc1 the results were KOR beta-arrestin-1 11%[20 µM], ER stress rescue -0.4%, NOD1 NF-kB reporter -7%, KOR beta-arrestin-2 -3.1%, Yfh1-depleted yeast inactive, HEK293 NOD2/NF-kB 10%, TNAP activation fold 1, GPR55 beta-arrestin 0.3%, NTR1 agonist 2.7 and NTR1 agonist cell count 20 µM 57.
CSc1ccccc1OCc1cc(C(=O)N2CCc3c(Cl)cccc3C2)no1 was read as KOR beta-arrestin-1 21%, NOD1 NF-kB reporter -15%, KOR beta-arrestin-2 -2.3%, HEK293 NOD2/NF-kB 18%, GPR55 beta-arrestin 0.3%, NTR1 agonist 1.3 and NTR1 agonist cell count 20 µM 57.

An excerpt; the hit share may differ from the screen's.
